Screening data from PubChem.
NOTCH ag: agonists of NOTCH signaling; actives 0.4% (n = 15,000); NOTCH signaling luciferase reporter cells, luminescence; AID 434982; activation, % at 2.5 µM; in the data active = activation above about 2.2%
luminol inh ctr: counter-screen for Nox1 inhibitors: inhibitors of luminol chemiluminescence | HRP/luminol/H2O2 chemiluminescence counterscreen | inhibition, % at 6.7 µM | actives 0.4% (n = 16,000) | AID 1823; note: reference of the scale not given here
S1P1 ag: S1P1 (human) receptor agonism; P21453; S1P1 agonist cell-based reporter assay; activation, % at 4.5 µM; actives 1.5% (n = 16,000); in the data active = activation above about 80%
Target sequence (P21453 whole entry, looked up): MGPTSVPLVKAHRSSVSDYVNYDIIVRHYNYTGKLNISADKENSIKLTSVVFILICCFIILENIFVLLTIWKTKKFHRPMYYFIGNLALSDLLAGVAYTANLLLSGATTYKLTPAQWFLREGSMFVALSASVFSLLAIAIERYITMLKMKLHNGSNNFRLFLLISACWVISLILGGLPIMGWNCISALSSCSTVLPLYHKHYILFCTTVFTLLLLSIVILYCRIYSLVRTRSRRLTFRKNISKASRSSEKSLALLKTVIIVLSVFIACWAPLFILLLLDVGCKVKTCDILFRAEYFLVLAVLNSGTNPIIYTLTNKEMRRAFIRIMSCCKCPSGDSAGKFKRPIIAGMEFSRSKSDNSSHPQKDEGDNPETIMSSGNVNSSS
Nox1 inhibitor: blocks human NADPH oxidase 1 activity; actives 0.81% (n = 16,000); inhibition, % at 6.7 µM; Q9Y5S8; HT29 cells, luminol chemiluminescence ROS
PME-1 Maybr inh: inhibitors of human PME-1 in Maybridge library; Q9Y570; recombinant PME-1, FP-Rh probe fluorescence polarization; inhibition, % at 9 µM; actives 0.5% (n = 16,000); in the data active = inhibition above about 30%
OPRK1 antag MB: OPRK1 (human) antagonism, Maybridge screen; P41145; inhibition, % at 9 µM; OPRK1 cells, antagonist mode, fluorescence readout; actives 0.4% (n = 16,000); in the data active = inhibition above about 50%
TLR4-MyD88 inh: blocks binding of human TLR4 to MyD88; O00206; Cell-based TLR4-MyD88 binding inhibition assay; inhibition, % at 10 µM; actives 0.06% (n = 16,000); in the data active = inhibition above about 45%
rat GALR2 agon: GALR2 (rat) receptor agonism; O08726; cell-based GALR2 agonist screen; activation, % at 10 µM; actives 0.5% (n = 16,000); in the data active = activation above about 15%
Target sequence (O08726 whole entry, looked up): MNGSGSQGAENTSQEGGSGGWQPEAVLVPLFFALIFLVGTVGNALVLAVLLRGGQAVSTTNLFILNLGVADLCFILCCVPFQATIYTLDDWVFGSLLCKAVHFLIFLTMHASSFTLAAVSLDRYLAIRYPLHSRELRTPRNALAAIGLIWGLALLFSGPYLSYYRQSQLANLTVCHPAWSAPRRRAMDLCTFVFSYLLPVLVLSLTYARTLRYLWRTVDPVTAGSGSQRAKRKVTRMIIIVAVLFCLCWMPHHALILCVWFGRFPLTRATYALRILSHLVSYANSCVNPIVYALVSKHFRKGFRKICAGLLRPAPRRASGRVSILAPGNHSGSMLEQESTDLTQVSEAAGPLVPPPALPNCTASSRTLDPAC
* marks the source's active call; other numbers are inactive results. Cut-off read from the data, not from the text of the source, unless noted: active = inhibition above about 75%; inactive = the rest. Rows are unselected. About 4.8% of those tested had a hit in this group.

What do the screens show for `COc1ccccc1N1CCN(CN2C(=O)C(=O)c3cc(Br)ccc32)CC1`?
NOTCH ag: -0.7; luminol inh ctr: -4; S1P1 ag: 10; Nox1 inhibitor: -35; PME-1 Maybr inh: 4; OPRK1 antag MB: -3; TLR4-MyD88 inh: -7; rat GALR2 agon: -8

What do the screens show for `CC(N)=NCCc1ccncc1`?
NOTCH ag: -0.8; luminol inh ctr: -1; S1P1 ag: -13; Nox1 inhibitor: -35; PME-1 Maybr inh: -2; OPRK1 antag MB: -6; TLR4-MyD88 inh: 8; rat GALR2 agon: -7

What do the screens show for `O=C1/C(=C/c2ccco2)CC/C1=C\c1ccco1`?
NOTCH ag: 0.1; luminol inh ctr: 8; S1P1 ag: -5; Nox1 inhibitor: -4; PME-1 Maybr inh: -1; OPRK1 antag MB: 8; TLR4-MyD88 inh: 1; rat GALR2 agon: 0

What do the screens show for `CCOC(=O)c1cc(C#N)c(Sc2n[nH]c(=O)n2C(C)C)nc1C(F)(F)F`?
NOTCH ag: -5.6; luminol inh ctr: 0; S1P1 ag: 10; Nox1 inhibitor: 64; PME-1 Maybr inh: 3; OPRK1 antag MB: 5; TLR4-MyD88 inh: -24; rat GALR2 agon: -12

What do the screens show for `O=C1OCc2ccc(NS(=O)(=O)c3ccccc3)cc21`?
NOTCH ag: -0.4; luminol inh ctr: 3; S1P1 ag: 23; Nox1 inhibitor: -48; PME-1 Maybr inh: -2; OPRK1 antag MB: 0; TLR4-MyD88 inh: -7; rat GALR2 agon: -5

How did Cc1sc(N)c(C(=O)c2cccs2)c1C do in these assays?
NOTCH ag: 0.2; luminol inh ctr: 5; S1P1 ag: 4; Nox1 inhibitor: -52; PME-1 Maybr inh: -1; OPRK1 antag MB: 1; TLR4-MyD88 inh: 9; rat GALR2 agon: 14

Results for CN1c2ccsc2C(=O)/C(=C\N=S(C)(=O)c2ccc(Cl)cc2)S1(=O)=O (stereo not given) ?
NOTCH ag: -0.1; luminol inh ctr: 23; S1P1 ag: 3; Nox1 inhibitor: -37; PME-1 Maybr inh: 0; OPRK1 antag MB: 31; TLR4-MyD88 inh: 12; rat GALR2 agon: -4

How did O=S(=O)(c1ccc(-c2cnco2)cc1)N1CCCC1c1ccc(F)cc1 (stereo not given) do in these assays?
NOTCH ag: -0.7; luminol inh ctr: 1; S1P1 ag: -8; Nox1 inhibitor: 7; PME-1 Maybr inh: 6; OPRK1 antag MB: -14; TLR4-MyD88 inh: -10; rat GALR2 agon: -5

How did Cn1c(NCc2ccccn2)nc2c1c(=O)n(Cc1cccc(Br)c1)c(=O)n2C do in these assays?
NOTCH ag: -0.4; luminol inh ctr: -5; S1P1 ag: -5; Nox1 inhibitor: 11; PME-1 Maybr inh: 7; OPRK1 antag MB: -11; TLR4-MyD88 inh: -1; rat GALR2 agon: -5

How did CN1CCN(c2ccc(NC(=O)Nc3ccc(C(F)(F)F)cc3)cc2)CC1 do in these assays?
NOTCH ag: 0.5; luminol inh ctr: 0; S1P1 ag: -8; Nox1 inhibitor: -44; PME-1 Maybr inh: 36*; OPRK1 antag MB: 4; TLR4-MyD88 inh: 8; rat GALR2 agon: 0

How did COc1cccc(/C=N/c2c(-c3ccccc3)c(C(F)(F)F)nn2C)c1OC do in these assays?
NOTCH ag: 0.1; luminol inh ctr: -6; S1P1 ag: -5; Nox1 inhibitor: -5; PME-1 Maybr inh: 5; OPRK1 antag MB: -6; TLR4-MyD88 inh: -2; rat GALR2 agon: -11

Results for Clc1ccc(OCc2nc(CSc3ccccn3)no2)c(Cl)c1 ?
NOTCH ag: -0.2; luminol inh ctr: -7; S1P1 ag: 4; Nox1 inhibitor: 20; PME-1 Maybr inh: 5; OPRK1 antag MB: -2; TLR4-MyD88 inh: 0; rat GALR2 agon: -5

How did N/C(=N\OC(=O)c1cccc(Cl)c1)c1cccc(C(F)(F)F)c1 do in these assays?
NOTCH ag: -0.4; luminol inh ctr: -6; S1P1 ag: 99*; Nox1 inhibitor: 17; PME-1 Maybr inh: -2; OPRK1 antag MB: 4; TLR4-MyD88 inh: -2; rat GALR2 agon: -6

How did COc1c(NC(=O)N2CCCCC2)csc1Cl do in these assays?
NOTCH ag: -0.1; luminol inh ctr: 3; S1P1 ag: -13; Nox1 inhibitor: -38; PME-1 Maybr inh: -4; OPRK1 antag MB: 5; TLR4-MyD88 inh: 2; rat GALR2 agon: -9

How did CC(C)c1ccc2c(ccc[n+]2C)c1 do in these assays?
NOTCH ag: 0.3; luminol inh ctr: -7; S1P1 ag: 23; Nox1 inhibitor: -9; PME-1 Maybr inh: 6; OPRK1 antag MB: 7; TLR4-MyD88 inh: 5; rat GALR2 agon: -10

Results for Nc1nc(SCC(=O)c2cc(-c3ccccc3)no2)ncc1C(=O)O ?
NOTCH ag: -5.9; luminol inh ctr: -2; S1P1 ag: 5; Nox1 inhibitor: 24; PME-1 Maybr inh: 4; OPRK1 antag MB: 6; TLR4-MyD88 inh: 2; rat GALR2 agon: -5

What do the screens show for `S=c1nc(-c2cccnc2)[nH][nH]1`?
NOTCH ag: -0.4; luminol inh ctr: 1; S1P1 ag: -1; Nox1 inhibitor: 12; PME-1 Maybr inh: -1; OPRK1 antag MB: -11; TLR4-MyD88 inh: 4; rat GALR2 agon: -5

How did O=C(O)COCC(=O)NCCN1CCNC1=O do in these assays?
NOTCH ag: -0.9; luminol inh ctr: -1; S1P1 ag: -14; Nox1 inhibitor: -52; PME-1 Maybr inh: 0; OPRK1 antag MB: 27; TLR4-MyD88 inh: 1; rat GALR2 agon: -4

How did Cc1ccc(S(=O)(=O)NC(=O)NCCNc2nccc(C(F)(F)F)n2)cc1 do in these assays?
NOTCH ag: -0.7; luminol inh ctr: 5; S1P1 ag: -10; Nox1 inhibitor: -21; PME-1 Maybr inh: 3; OPRK1 antag MB: 12; TLR4-MyD88 inh: -3; rat GALR2 agon: -7

What do the screens show for `Cn1cnnc1SC/C=C/c1ccccc1`?
NOTCH ag: 0.4; luminol inh ctr: -7; S1P1 ag: -4; Nox1 inhibitor: 17; PME-1 Maybr inh: 4; OPRK1 antag MB: 7; TLR4-MyD88 inh: -13; rat GALR2 agon: -7

A draw from above in order of molecular weight, ascending:
How did COc1c(NC(=O)N2CCCCC2)csc1Cl do in these assays?
NOTCH ag: -0.1; luminol inh ctr: 3; S1P1 ag: -13; Nox1 inhibitor: -38; PME-1 Maybr inh: -4; OPRK1 antag MB: 5; TLR4-MyD88 inh: 2; rat GALR2 agon: -9

How did N/C(=N\OC(=O)c1cccc(Cl)c1)c1cccc(C(F)(F)F)c1 do in these assays?
NOTCH ag: -0.4; luminol inh ctr: -6; S1P1 ag: 99*; Nox1 inhibitor: 17; PME-1 Maybr inh: -2; OPRK1 antag MB: 4; TLR4-MyD88 inh: -2; rat GALR2 agon: -6

Results for Nc1nc(SCC(=O)c2cc(-c3ccccc3)no2)ncc1C(=O)O ?
NOTCH ag: -5.9; luminol inh ctr: -2; S1P1 ag: 5; Nox1 inhibitor: 24; PME-1 Maybr inh: 4; OPRK1 antag MB: 6; TLR4-MyD88 inh: 2; rat GALR2 agon: -5

How did COc1cccc(/C=N/c2c(-c3ccccc3)c(C(F)(F)F)nn2C)c1OC do in these assays?
NOTCH ag: 0.1; luminol inh ctr: -6; S1P1 ag: -5; Nox1 inhibitor: -5; PME-1 Maybr inh: 5; OPRK1 antag MB: -6; TLR4-MyD88 inh: -2; rat GALR2 agon: -11

Other results
Results for CS(=O)(=NS(=O)(=O)c1ccc(-c2ccccn2)s1)c1ccc(Cl)cc1 (stereo not given) ?
NOTCH ag: -0.4; luminol inh ctr: -4; S1P1 ag: 12; Nox1 inhibitor: 14; PME-1 Maybr inh: 12; OPRK1 antag MB: 11; TLR4-MyD88 inh: 2; rat GALR2 agon: -3

What do the screens show for `O=C(Oc1ccc(Cl)cc1Cl)C1=Cc2cc(Cl)ccc2OC1`?
NOTCH ag: 0.1; luminol inh ctr: -4; S1P1 ag: -12; Nox1 inhibitor: -30; PME-1 Maybr inh: -5; OPRK1 antag MB: -8; TLR4-MyD88 inh: 4; rat GALR2 agon: -9

What do the screens show for `O/N=C/c1ccc(-c2cccs2)s1`?
NOTCH ag: -0.5; luminol inh ctr: -28; S1P1 ag: -2; Nox1 inhibitor: 19; PME-1 Maybr inh: 1; OPRK1 antag MB: 10; TLR4-MyD88 inh: 1; rat GALR2 agon: -5

Results for CCCCNC(=O)OCCOc1cc(C(F)(F)F)ccn1 ?
NOTCH ag: -0.8; luminol inh ctr: -5; S1P1 ag: -12; Nox1 inhibitor: 25; PME-1 Maybr inh: 0; OPRK1 antag MB: 17; TLR4-MyD88 inh: 14; rat GALR2 agon: -4

Results for Cn1c(=O)sn(-c2ccccc2)c1=O ?
NOTCH ag: -0.7; luminol inh ctr: 2; S1P1 ag: 5; Nox1 inhibitor: -26; PME-1 Maybr inh: 0; OPRK1 antag MB: -7; rat GALR2 agon: -6

Results for O=C(CS(=O)(=O)c1ccc(C(F)(F)F)cn1)NNC(=O)Nc1cccc(C(F)(F)F)c1 ?
NOTCH ag: -0.7; luminol inh ctr: -2; S1P1 ag: -14; Nox1 inhibitor: 10; PME-1 Maybr inh: 3; OPRK1 antag MB: 1; TLR4-MyD88 inh: -9; rat GALR2 agon: -9

Results for COc1ccc(N(C)CC(=O)O)c(C(=O)O)c1 ?
NOTCH ag: -0.2; luminol inh ctr: -4; S1P1 ag: 5; Nox1 inhibitor: 97*; PME-1 Maybr inh: 5; OPRK1 antag MB: 18; TLR4-MyD88 inh: 1; rat GALR2 agon: 0

How did COc1cc(Br)cc(C=NCCSCc2ccccc2Cl)c1O do in these assays?
NOTCH ag: -0.3; luminol inh ctr: 7; S1P1 ag: -8; Nox1 inhibitor: -1; PME-1 Maybr inh: 0; OPRK1 antag MB: 21; TLR4-MyD88 inh: -12; rat GALR2 agon: 7

How did CC(C)(C)c1ccc(N/C=C(\C#N)C(=O)c2ccsc2)cc1 do in these assays?
NOTCH ag: -0.4; luminol inh ctr: -1; S1P1 ag: 66; Nox1 inhibitor: -41; PME-1 Maybr inh: -13; OPRK1 antag MB: 6; TLR4-MyD88 inh: 4; rat GALR2 agon: -5

What do the screens show for `C/C(=N\OCc1ccc(C(=O)N2CCOCC2)o1)c1cccc(C(F)(F)F)c1`?
NOTCH ag: 0.6; luminol inh ctr: -7; S1P1 ag: 1; Nox1 inhibitor: -10; PME-1 Maybr inh: 9; OPRK1 antag MB: 0; TLR4-MyD88 inh: -1; rat GALR2 agon: -4

Results for COC(=O)c1sc(C(C)(C)C)cc1NC(=O)Nc1ccc(Cl)cc1 ?
NOTCH ag: -0.5; luminol inh ctr: 3; S1P1 ag: -3; Nox1 inhibitor: -46; PME-1 Maybr inh: -75; OPRK1 antag MB: 8; TLR4-MyD88 inh: 7; rat GALR2 agon: -6

Results for Cc1ccc(C)n1-c1cc([N+](=O)[O-])ccc1N1CCN(S(=O)(=O)c2cn(C)cn2)CC1 ?
NOTCH ag: -1.0; luminol inh ctr: 7; S1P1 ag: 8; Nox1 inhibitor: -39; PME-1 Maybr inh: 7; OPRK1 antag MB: -8; TLR4-MyD88 inh: 9; rat GALR2 agon: -5

Results for N#Cc1cccc2cccc(Sc3ccccc3)c12 ?
NOTCH ag: 0.0; luminol inh ctr: -2; S1P1 ag: 22; Nox1 inhibitor: -12; PME-1 Maybr inh: 0; OPRK1 antag MB: -15; TLR4-MyD88 inh: 10; rat GALR2 agon: -5

What do the screens show for `CS/C(Nc1ccc(C)c(F)c1)=C(\C#N)c1ccccn1`?
NOTCH ag: 0.5; luminol inh ctr: -2; S1P1 ag: -7; Nox1 inhibitor: 7; PME-1 Maybr inh: 11; OPRK1 antag MB: -3; TLR4-MyD88 inh: -8; rat GALR2 agon: -4

Results for FC(F)(F)c1ccn(-c2nc(-c3ccccc3)ns2)n1 ?
NOTCH ag: -0.6; luminol inh ctr: -5; S1P1 ag: 5; Nox1 inhibitor: 0; PME-1 Maybr inh: 2; OPRK1 antag MB: 10; TLR4-MyD88 inh: -5; rat GALR2 agon: -6

How did CCOC(=O)C1CCN(C(=O)c2sccc2Cl)CC1 do in these assays?
NOTCH ag: -0.2; luminol inh ctr: -4; S1P1 ag: -5; Nox1 inhibitor: -35; PME-1 Maybr inh: 3; OPRK1 antag MB: -1; TLR4-MyD88 inh: -3; rat GALR2 agon: -7

What do the screens show for `CSC(=NCc1sccc1CSc1ccc(Cl)cc1)NC#N`?
NOTCH ag: -0.8; luminol inh ctr: -1; S1P1 ag: 97*; Nox1 inhibitor: -64; PME-1 Maybr inh: 4; OPRK1 antag MB: -21; TLR4-MyD88 inh: -1; rat GALR2 agon: -5

Results for Cc1cnnn1-c1ccccc1 ?
NOTCH ag: 0.1; luminol inh ctr: 3; S1P1 ag: 8; Nox1 inhibitor: -35; PME-1 Maybr inh: -2; OPRK1 antag MB: -4; TLR4-MyD88 inh: 1; rat GALR2 agon: -7

How did C/C(=N\Nc1ccccc1)c1sc(CCn2cccc(C(F)(F)F)c2=O)nc1C do in these assays?
NOTCH ag: -0.9; luminol inh ctr: 2; S1P1 ag: -7; Nox1 inhibitor: -47; PME-1 Maybr inh: -1; OPRK1 antag MB: 3; TLR4-MyD88 inh: 5; rat GALR2 agon: -7
